KCNQ1 act: potentiators or activators of human KCNQ1 potassium channel; P51787; CHO-K1 KCNQ1, thallium flux FluxOR fluorescence; hits give high values; B-score at 10 µM; hit rate 0.35% among 310,000; AID 2648;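 active means fluorescence ratio B-score, a plate-corrected score, at least three library SD, with initial intensity B-score within 5 SD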
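System: Stable KCNQ1 CHO-K1 line | Incubation: 90 min dye loading and 20 min compound exposure, both at room temperature | Measure: Ratio B score | Medium: Assay buffer for compound exposure, DMSO matched across wells | Compound dosing: Single-concentration screen | Probe or stimulus: K+/Tl+ depolarizing stimulus | Measured by: Kinetic FluxOR fluorescence, 10 s baseline plus 110 s post-stimulus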
hERG protect: shields human hERG channel from block by proarrhythmic agents; Q12809; CHO-hERG, FluxOR thallium flux, dofetilide IC70 present; activation (rescue from dofetilide block), less the hit threshold, % at 10 µM; hit rate 0.51% among 310,000;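 active means activation above the mean of controls blocked by dofetilide plus 5 SD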;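 further: thallium influx through hERG after potassium depolarization seen as dye fluorescence rise; in these data hits start at about 4.7%; inactives centre near -7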
KCNQ1 inh: inhibitors of human KCNQ1 potassium channel. P51787. CHO-K1 KCNQ1, FluxOR thallium flux fluorescence; hits give high values. B-score at 10 µM. hit rate 1.3% among 310,000. AID 2642;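 active means compounds whose thallium flux B-score, printed positive for inhibition, exceeds three library SD while starting fluorescence stays within three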;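 further: channel opened by potassium depolarization with thallium stimulus after 20 min compound exposure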
RGS4 block: human RGS4 inhibition | HEK293 M3R/RGS4 inducible, Fluo-4 calcium flux; hits give high values; triggered by carbachol at its EC20 | B-score at 10 µM | hit rate 0.45% among 310,000 | AID 463165;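 active means B-score, a plate-corrected calcium signal, over three deviations above library mean, with baseline fluorescence within five deviations of library mean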;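 further: RGS4 expression induced by doxycycline in cells with stable M3 receptor; B-score is computed from the integrated fluorescence ratio over baseline after carbachol; higher B-score means a larger calcium signal and so more RGS4 inhibition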
Target sequence (P49798 whole entry, looked up): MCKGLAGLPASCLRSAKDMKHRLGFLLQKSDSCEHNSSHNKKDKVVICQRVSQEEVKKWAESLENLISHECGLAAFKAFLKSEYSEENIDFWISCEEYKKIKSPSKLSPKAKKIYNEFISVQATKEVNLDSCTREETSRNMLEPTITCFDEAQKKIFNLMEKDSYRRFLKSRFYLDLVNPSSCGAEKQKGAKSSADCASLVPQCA
RGS4 pot: RGS4 potentiation or activation; hit rate 0.92% among 310,000; HEK293 M3R/inducible RGS4, carbachol calcium flux Fluo4; hits give low values; B-score at 10 µM;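 active means B-score of the integrated calcium signal more than 4 SD below the library mean, with starting fluorescence not abnormally high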;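 further: negative B-score means reduced calcium response which marks RGS4 activation or potentiation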
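test system = HEK293 cells with stable M3R and inducible RGS4 | schedule = recording 10 s baseline at 1 Hz, 100 s post-agonist | technique = Fluo4-AM (2 µM) calcium-flux fluorescence, kinetic read | measure = Agonist-evoked peak-minus-minimum fluorescence over baseline, integrated ratio, B score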
KCNK9 inh: blocks the human KCNK9 two-pore domain potassium channel | Q9NPC2 | HEK293 KCNK9, FluxOR thallium flux fluorescence; hits give low values | B-score at 10 µM | hit rate 1.2% among 310,000 | AID 488922;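 active means ratio B-score over 3 SD below the library mean, with starting fluorescence within 5 SD of its mean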;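 further: negative B-score means less thallium flux so channel inhibition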
KCNK3 inh: human KCNK3 channel inhibition, primary screen | B-score at 10 µM | hit rate 0.84% among 340,000 | CHO-KCNK3 thallium flux, FluxOR fluorescence; hits give low values | O14649;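 active means B-score under library mean minus 4 SD, starting fluorescence ratio at most library mean plus 5 SD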;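 further: more negative B-score means stronger inhibition of thallium flux through KCNK3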
Target sequence (O14649 whole entry, looked up): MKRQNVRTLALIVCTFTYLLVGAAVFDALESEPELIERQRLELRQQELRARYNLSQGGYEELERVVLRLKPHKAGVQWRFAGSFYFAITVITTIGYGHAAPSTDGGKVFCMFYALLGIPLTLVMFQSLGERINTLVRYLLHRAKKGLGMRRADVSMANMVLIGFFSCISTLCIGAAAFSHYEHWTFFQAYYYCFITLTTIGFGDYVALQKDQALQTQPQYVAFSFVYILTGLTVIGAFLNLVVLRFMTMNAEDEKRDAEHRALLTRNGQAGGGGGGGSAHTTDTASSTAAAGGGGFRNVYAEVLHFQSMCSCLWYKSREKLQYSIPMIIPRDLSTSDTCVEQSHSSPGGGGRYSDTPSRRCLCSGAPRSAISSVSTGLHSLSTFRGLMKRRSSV
ANO1 activ: activates or potentiates the mouse TMEM16A chloride channel | Q8BHY3 | HEK293 TMEM16A/YFP-H148Q/I152L, iodide quench fluorescence; hits give low values | B-score at 10 µM | hit rate 0.3% among 340,000 | AID 623877;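 active means fluorescence-ratio B-score plate-corrected deviation score at least 3 library SD below zero, with starting fluorescence score within 5 deviations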;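 further: channel opened by trigger with iodide after compound preincubation; score built on the fluorescence ratio of max minus min over baseline; more negative score means more quench and so TMEM16A activation or potentiation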
SKKanGAS inh: inhibitors of SKKanGAS S. pyogenes growth in kanamycin (SK-promoter or general growth effect) | inhibition, % at 7.5 µM | BacTiter-Glo, 6 h | hit rate 1.3% among 300,000;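 active means mean replicate score, as percent of positive control median, at least 50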;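 further: strain carries kanamycin resistance gene driven by streptokinase promoter and grows in 40 µg/ml kanamycin; loss of luminescence reflects streptokinase promoter inhibition or plain growth inhibition; 0% = median of DMSO wells and 100% = positive control at its reference dose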
HDAC3 inhib: blocks human histone deacetylase 3. inhibition, % at 8.3 µM. hit rate 0.15% among 320,000. O15379. recombinant HDAC3, fluorogenic peptide/trypsin coupled, fluorescence; in the data active means inhibition above about 26%, passing the limit was not always enough
Target sequence (O15379 whole entry, looked up): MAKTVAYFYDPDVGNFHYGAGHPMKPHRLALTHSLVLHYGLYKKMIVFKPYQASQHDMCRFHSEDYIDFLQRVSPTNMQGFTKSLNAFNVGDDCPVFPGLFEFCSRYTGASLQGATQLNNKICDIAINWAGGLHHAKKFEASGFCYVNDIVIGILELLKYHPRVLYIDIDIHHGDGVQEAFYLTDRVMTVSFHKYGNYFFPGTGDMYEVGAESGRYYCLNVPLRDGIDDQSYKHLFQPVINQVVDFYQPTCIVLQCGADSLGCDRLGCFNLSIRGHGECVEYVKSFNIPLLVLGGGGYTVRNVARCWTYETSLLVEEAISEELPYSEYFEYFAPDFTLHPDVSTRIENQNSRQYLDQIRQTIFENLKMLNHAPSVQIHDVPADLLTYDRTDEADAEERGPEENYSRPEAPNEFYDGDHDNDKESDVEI
TMEM16A inh: inhibitors of mouse TMEM16A calcium-activated chloride channel; Q8BHY3; HEK293 TMEM16A/YFP iodide influx fluorescence, ionomycin; normalized B-score (activity score, 25-100; higher = stronger inhibition) at 10 µM; hit rate 1.2% among 310,000;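 active means ratio plate-corrected score three or more library SD toward inhibition, starting fluorescence score within five deviations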;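 further: score derived from kinetic fluorescence span divided by baseline fluorescence per well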
Starred values were filed as active, the others as inactive; i = inactive; . = not tested or not shown.

SMILES | KCNQ1 act | hERG protect | KCNQ1 inh | RGS4 block | RGS4 pot | KCNK9 inh | KCNK3 inh | ANO1 activ | SKKanGAS inh | HDAC3 inhib | TMEM16A inh
Cc1ccccc1NC(=O)C(C)OC(=O)CNS(=O)(=O)c1ccc(C#N)cc1 (stereo not drawn) | i | -16.7 | i | i | i | i | i | i | -3.3 | -13.4 | i
COc1ccc(S(=O)(=O)c2cnc3ccc(OC)cc3c2N2CCC3(CC2)OCCO3)cc1 | i | -17.6 | i | i | i | i | i | i | 4.0 | 0.7 | i
COc1ccc(C2/C(=C(\O)c3ccc(OC)c(Cl)c3)C(=O)C(=O)N2CCN(C)C)cc1 (stereo not drawn) | i | -4.1 | i | i | i | i | i | i | -6.1 | 10.1 | i
N#Cc1ccccc1OCCn1cncn1 | i | -4.9 | i | i | i | i | i | i | 3.9 | 13.4 | i
CC(C)OCCCN(C)C1CCN(S(=O)(=O)c2ccc(-c3ccc(=O)[nH]n3)s2)CC1 | i | -3.2 | i | i | i | i | i | i | -3.7 | -1.7 | i
Cn1cc(C(=O)C(=O)N2CCCc3ccccc32)c2ccccc21 | i | 4.3 | i | i | i | i | i | i | -4.7 | -1.3 | i
OC(c1ccccn1)c1c[nH]c2ccccc12 (stereo not drawn) | i | -10.9 | i | i | i | i | i | i | 10.0 | -8.3 | i
CCCCN(C(=O)c1ccc(Cl)c([N+](=O)[O-])c1)c1c(N)n(CCC)c(=O)[nH]c1=O | i | -1.1 | i | i | i | i | i | i | -2.6 | 1.5 | i
C=CCn1c(SCC(C)=O)nc2scc(-c3ccc(C)o3)c2c1=O | i | -0.7 | i | i | i | i | i | i | 5.7 | -0.8 | i
COC(=O)c1ccc(C(=O)N2CCCC(Nc3ccc(C(C)C)cc3)C2)cc1 (stereo not drawn) | i | -6.8 | i | i | i | i | i | i | 1.0 | -1.2 | i
COCCN1C(=O)c2ccc(C(=O)Nc3nccs3)cc2C1=O | i | -3.9 | i | i | i | i | i | i | -3.3 | 4.5 | i
O=C(c1ccc(S(=O)(=O)NCc2ccco2)cc1)N1CCN(Cc2ccccc2)CC1 | i | -13.9 | i | i | i | i | i | i | -3.6 | 4.0 | i
CC(=O)N1CCN(Cc2nc(-c3cccc(Cl)c3)no2)CC1 | i | -14.8 | i | i | i | i | i | i | 0.5 | 0.5 | i
O=S(=O)(NCCOC12CC3CC(CC(C3)C1)C2)c1cccc2nsnc12 | i | -13.0 | i | i | i | i | i | i | 0.4 | 12.3 | i
Cc1cc(C)c(C)c(S(=O)(=O)N2CCN(C(=O)c3ccc4c(=O)n5c(nc4c3)CCC5)CC2)c1C | i | -12.0 | i | i | i | i | i | i | 3.2 | 3.3 | i
CCCCN(CCCC)CCNC(=O)CN1C(=O)CSc2ccc(S(=O)(=O)N3CCCCC3)cc21 | i | -5.1 | i | i | i | i | i | i | -0.8 | 3.1 | i
CN1CCN(c2ccc(C(=O)c3ccc(F)cc3)cc2)CC1 | i | -7.2 | i | i | i | i | i | i | 3.0 | 4.4 | i
O=C(C1=C[C@@H]2[C@H]3C(=O)N(c4ccc(Cl)cc4)C(=O)[C@H]3[C@@H](C(=O)c3ccc(Cl)cc3)N2C=C1)c1ccccc1 | i | -4.0 | i | i | i | i | i | i | -0.3 | -1.7 | i
COC(=O)c1cccnc1NC(=S)NC(C)C | i | -20.5 | i | i | i | i | i | i | -0.5 | 8.8 | i
O=[N+]([O-])c1ccc(C(O)CN2CCN(Cc3ccccc3)CC2)cc1 (stereo not drawn) | i | -8.9 | i | i | i | i | i | i | 1.7 | 13.9 | i
CCOC(=O)Cn1c(=O)oc2cc(S(=O)(=O)N3CCCc4ccccc43)ccc21 | i | -11.5 | i | i | i | i | i | i | 2.1 | 4.6 | i
C/C(Cn1nc([N+](=O)[O-])cc1C)=N\NC(=O)COc1ccc(Cl)cc1Cl | i | -3.5 | i | i | i | i | i | i | -6.4 | 3.3 | i
CC(=O)c1c(C)[nH]c(C(=O)N2CCc3ccccc32)c1C | i | -5.1 | i | i | i | i | i | i | 3.8 | 3.0 | i
CCCn1c(SCC(=O)Nc2c(C)cccc2C)nnc1C(C)C | i | -1.4 | i | i | i | i | i | i | 2.5 | 4.0 | i
COC(=O)c1ccc(Oc2nc(NC(C)(C)C)nc(N3CCOCC3)n2)cc1 | i | -14.4 | i | i | i | i | . | . | -25.2 | -0.8 | i
COc1cc(OC)cc(C(=O)NNC(=O)CCc2ccccc2)c1 | i | -8.4 | i | i | i | i | i | i | 0.9 | 1.0 | i
COc1ccc(OCCNC(=O)/C=C/c2ccc([N+](=O)[O-])cc2)cc1 | i | -5.5 | i | i | i | i | i | i | -4.6 | 7.7 | i
CC(C)C[C@H](NC(=O)OC(C)(C)C)c1nnc(SCc2cccc(F)c2)o1 | i | -8.0 | i | i | i | i | i | i | 15.7 | 10.9 | i
O=C1[C@H]2[C@@H](c3ccc(F)cc3)N3C(=O)N(c4cccc(Br)c4)C(=O)[C@@]3(Cc3ccccc3)[C@H]2C(=O)N1C1CCCCC1 | i | -5.7 | i | i | i | i | i | i | 4.7 | -2.3 | i
COC(=O)c1sc2nc(-c3ccccc3)c3c(c2c1N)CCCC3 | i | -12.7 | i | i | i | i | i | i | -5.0 | -13.1 | i
COc1ccc(N2CC(NC(=O)N(C)CCC#N)CC2=O)cc1 (stereo not drawn) | i | -4.5 | i | i | i | i | i | i | 2.4 | -10.4 | i
CCn1c(COc2ccc(=O)n(-c3ccccc3)n2)nnc1SCc1ccc(C)cc1 | i | -15.9 | i | i | i | i | i | i | 10.5 | 4.4 | i
CC(Oc1ccc2c(c1)oc(=O)c1ccccc12)C(=O)NCC1CCC(C(=O)O)CC1 (stereo not drawn) | i | -5.0 | i | i | i | i | i | i | 12.7 | -51.5 | i
CC(C)N1CCC(N2CCN(Cc3ccc(-c4ccc(Cl)cc4)o3)CC2CCO)CC1 (stereo not drawn) | i | -12.0 | i | i | i | i | i | i | -2.8 | 8.0 | i
Cn1c(SCc2n[nH]c(=S)n2-c2ccccc2)nnc1-c1ccccc1 | i | -1.6 | i | i | i | i | i | i | 0.3 | 4.3 | i
Cc1ccc2oc(C(=O)NCCC3CCCCO3)c(C)c2c1 (stereo not drawn) | i | -7.1 | i | i | i | i | i | i | -14.9 | 7.0 | i
Nc1oc2ccccc2c(=O)c1C=O | i | -7.6 | i | i | i | i | i | i | -8.7 | 2.8 | i
CCOc1nc(C)cc(C)c1S(=O)(=O)c1ccc(Cl)cc1 | i | -13.6 | i | i | i | i | i | i | -4.1 | 6.7 | i
CN(CC(=O)Nc1ccc(N2CCOCC2)cc1)C(=O)C1CCCC1 | i | -7.1 | i | i | i | i | i | i | 15.9 | 0.6 | i
Cc1noc(C)c1COc1cccc(C(=O)NC(C)(C)C)c1 | i | -6.2 | i | i | i | i | i | i | -18.8 | -3.6 | i
Nc1cccc(Nc2ccccc2)c1 | i | -9.2 | i | i | i | i | i | i | 1.1 | -2.9 | i
O=C(OCCN1C(=O)c2ccccc2C1=O)c1cc2ccccc2o1 | i | -2.4 | i | i | i | i | i | i | -25.2 | -3.0 | i
Cc1cccc(NC(=O)/C(C#N)=C/c2ccc(Cl)cc2)n1 | i | -0.7 | i | i | i | i | i | i | 1.8 | -0.9 | i
N#CCc1nc(CSc2nc3ccccc3s2)cs1 | i | -3.3 | i | i | i | i | i | i | -1.0 | 13.1 | i
CCOC(=O)CSc1nnc(NC(=O)c2cccc(S(=O)(=O)N3CCCCC3)c2)s1 | i | -4.0 | i | i | i | i | i | i | -3.8 | 13.2 | i
CCCCCNC(=O)Cc1cc(=O)[nH]c(=O)[nH]1 | i | -7.8 | i | i | i | i | i | i | -1.5 | 2.0 | i
CC1(C)c2[nH]c3ccccc3c2C[C@H]2C(=O)N(Cc3cccc(F)c3)C(=O)N21 | i | -8.0 | i | i | i | i | i | i | 20.7 | -5.4 | i
CCCCCCNC(=O)Cc1ccc(Br)cc1 | i | -7.8 | i | i | i | i | i | i | -2.0 | 9.1 | i
COc1ccc(/C=N/NS(=O)(=O)c2ccc(F)cc2)cc1COc1cc(F)ccc1[N+](=O)[O-] | i | -12.0 | i | i | i | i | i | i | -0.3 | 0.6 | i
Cc1ccc2cc(C3CC(c4ccco4)=NN3S(=O)(=O)c3ccccc3)c(Cl)nc2c1 (stereo not drawn) | i | -6.3 | i | i | i | i | i | i | 10.8 | -1.4 | i
CCOC(=O)N1CCN(C(=O)Cc2ccc(C)cc2)CC1 | i | -7.0 | i | i | i | i | i | i | -26.0 | . | i
COc1cccc(NC(=O)C2CCCN(c3ncnc4c3nc3n4CCCCC3)C2)c1 (stereo not drawn) | i | -17.6 | i | i | i | i | i | i | 7.3 | -4.1 | i
O=C(CCc1nc2ccccc2c(=O)[nH]1)OCC(=O)c1cccc(Cl)c1 | i | -0.9 | i | i | i | i | i | i | 3.6 | -3.8 | i
CC1(C)C(=O)NCCN1C(=O)CSc1nccc(-c2ccc(Br)cc2)n1 | i | -6.5 | i | i | i | i | i | i | -1.2 | -0.3 | i
O=C(Nc1nccs1)c1cccnc1 | i | -2.5 | i | i | i | i | i | i | 1.2 | -3.6 | i
COc1ccc(C(C)(C)C)cc1NC(=O)C1CC=CCC1C(=O)O (stereo not drawn) | i | 0.4 | i | i | i | i | i | i | -1.7 | 9.0 | i
NS(=O)(=O)c1ccc(CCNC(=O)COC(=O)C2CCC2)cc1 | i | -9.0 | i | i | i | i | i | -4.6* | -10.9 | -2.1 | i
O=S(=O)(Nc1ccc(N2CCCCC2)cc1)c1cccs1 | i | -8.1 | i | i | i | i | i | i | -7.4 | -4.1 | i
O=C(NCCSCc1ccccc1)c1cc(S(=O)(=O)N2CCOCC2)ccc1F | i | -12.9 | i | i | i | i | i | i | . | -3.7 | i
Cc1ccc(-c2cc(=O)c3cc(C)ccc3[nH]2)cc1 | i | -7.8 | i | i | i | i | i | i | 4.6 | 4.3 | i
CN1c2ccc([N+](=O)[O-])cc2N(C)C1(C)c1ccccc1 (stereo not drawn) | i | -3.4 | i | i | i | i | i | i | 9.2 | -0.9 | i
O=C(NC1CCCCC1)c1cc(C(=O)c2ccccc2Br)c[nH]1 | i | 0.9 | i | i | i | i | i | i | -4.3 | 2.7 | i
CCCN1CC=C2C(C#N)=C(N)C(C#N)(C#N)C(c3cc(OC)ccc3OC)C2C1 (stereo not drawn) | i | -15.8 | i | i | i | i | i | i | 9.9 | 2.3 | i
